Screening data from PubChem BioAssay.
HP1b binding inh – HP1-beta chromodomain-methylated histone interaction inhibition | P83916 | AlphaScreen HP1-beta / biotin-H3K9me3 peptide binding | Potency, µM (doses to about 114 µM), inactives show at the highest dose activity change, negative = inhibition, actives largely listed as inhibitors | 0.56% of 390,000 active | AID 540317; further: nearly all actives have a fitted effect of over 70% in size; inactives centre near 23
Target sequence (P83916 whole entry, looked up): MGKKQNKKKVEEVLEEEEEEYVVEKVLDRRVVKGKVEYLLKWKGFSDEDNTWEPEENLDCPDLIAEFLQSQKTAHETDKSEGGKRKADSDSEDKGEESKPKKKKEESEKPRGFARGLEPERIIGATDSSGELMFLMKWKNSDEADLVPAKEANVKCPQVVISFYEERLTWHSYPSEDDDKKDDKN
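HP1-beta protein (50 nM final) preincubated 30 min at room temperature with biotinylated H3(1-18)K9me3 peptide (50 nM) in PBS pH 7.4, 0.01% Tween-20, then compound added for 30 min. AlphaScreen streptavidin donor/nickel chelate acceptor beads (10 ug/mL final), 30 min dark, luminescence read.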
GLS inh – blocks human kidney-isoform glutaminase activity; O94925; GLS enzymatic activity, qHTS titration; Potency, µM (highest dose often 45.5 µM), for the others: at the top dose activity change, negative = inhibition, hits mostly inhibitors; 0.21% of 410,000 active; AID 624170; further: on the % scale 0 is the no-effect control and ±100 the full control effect
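Compounds were pin-transferred onto hKGA, after which L-glutamine (1 mM solution) and a detection mix of glutamate oxidase, HRP and Amplex Red were added. Initial and 30 min RT fluorescence reads were collected.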
POLI inh – inhibitors of human DNA polymerase iota; Q9UNA4; Pol iota fluorescent replication assay, 10 min; Potency, µM (series often up to 115 µM), for inactives: top-dose activity, negative = inhibition, hits mostly inhibitors; 1% of 390,000 active; AID 588590
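Pol iota at 10 nM preincubated 15 min with compounds at room temperature; reaction started with fluorescent substrate, 50 nM final. Fluorescence read kinetically at 0 and 10 min; buffer-only wells as negative control.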
BAZ2B block – inhibitors of human BAZ2B bromodomain; AlphaScreen BAZ2B-H3K14Ac peptide displacement; AID 504333; 4.4% of 360,000 active; Potency, µM (highest dose often 114 µM), for inactives: at the highest dose activity change, negative = inhibition, actives largely listed as inhibitors; Q9UIF8; further: on the % scale 0 is the no-effect control and ±100 the full control effect; nearly all actives have a fitted effect of over 60% in size
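Compounds, titrated to a top concentration of 110 uM, were incubated 30 min at room temperature with preformed BAZ2B/acetyl-K14 H3 peptide complex (50 nM each). Proximity signal was measured by AlphaScreen after 20 min with beads.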
JMJD2A Tudor – inhibitors of human JMJD2A Tudor domain; O75164; AlphaScreen JMJD2A-Tudor / H3K4me3 peptide binding; Potency, µM (series often up to 114 µM), without a hit: top-dose activity change, negative = inhibition, hits mostly inhibitors; 4.4% of 390,000 active; further: on the % scale 0 is the no-effect control and ±100 the full control effect; nearly all actives have a fitted effect of over 50% in size
BLM helicase inh – blocks DNA unwinding by human BLM helicase | 0.2% of 350,000 active | recombinant BLM DNA unwinding, fluorescence dequenching | Potency, µM (top dose mostly 56.1 µM), for the others: at the top dose activity change, negative = inhibition, usual class: inhibitors | AID 2528 | P54132;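 further: plate controls were vehicle for no effect and no enzyme for full effect; nearly all actives have a fitted effect of over 35% in size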
G9a block – inhibitors of human histone lysine methyltransferase G9a; Q96KQ7; G9a H3K9 monomethylation, AlphaScreen, 2 h; Potency, µM (series often up to 102 µM), without a hit: at the top dose activity, negative = inhibition, hits mostly inhibitors; 8.8% of 350,000 active; further: on the % scale 0 is the no-effect control and ±100 the full control effect; nearly all actives have a fitted effect of over 75% in size
Target sequence (Q96KQ7 913-1193 limits assumed): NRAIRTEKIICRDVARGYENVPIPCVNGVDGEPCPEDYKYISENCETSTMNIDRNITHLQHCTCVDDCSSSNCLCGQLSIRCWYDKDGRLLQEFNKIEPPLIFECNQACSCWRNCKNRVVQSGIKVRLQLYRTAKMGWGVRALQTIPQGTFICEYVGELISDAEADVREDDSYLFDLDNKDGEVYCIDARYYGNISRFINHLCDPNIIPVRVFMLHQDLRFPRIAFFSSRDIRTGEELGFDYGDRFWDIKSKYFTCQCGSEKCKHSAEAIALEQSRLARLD
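G9a (20 nM) preincubated 15 min RT with compounds, then 500 nM biotinylated H3K9 peptide and 20 uM SAM added; 2 h RT reaction. Monomethyl-H3K9 product detected by AlphaScreen with anti-H3K9me1 antibody, streptavidin donor and anti-rabbit IgG acceptor beads.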
Pin1 inhibitor – blocks the human prolyl isomerase Pin1; Pin1 FP peptide displacement, HiFluor488, 10 min; Potency, µM (highest dose often 115 µM), without a hit: at the top dose activity, negative = inhibition, hits mostly inhibitors; 0.009% of 390,000 active; AID 504891; active means well fitted inhibition curve with a large enough effect in the polarisation, with a control signal flat, not every such curve was filed as active; inconclusive means small, poorly fitted or top-dose-only effect, or effect the other way, or a change in a side signal; inactive means no such curve, though single readings can be large or run the other way; the % refers to the polarisation; further: on the % scale 0 is the no-effect control and ±100 the full control effect
Tb PGK inh – T. brucei PGK inhibition; P07378; PGK/GAPDH coupled, Kinase-Glo luminescence, 60 min; Potency, µM (series often up to 57.5 µM), for the others: at the top dose activity change, negative = inhibition, usual class: inhibitors; 0.043% of 380,000 active; further: on the % scale 0 is the no-effect control and ±100 the full control effect; nearly all actives have a fitted effect of over 60% in size
Target sequence (P07378 whole entry, looked up): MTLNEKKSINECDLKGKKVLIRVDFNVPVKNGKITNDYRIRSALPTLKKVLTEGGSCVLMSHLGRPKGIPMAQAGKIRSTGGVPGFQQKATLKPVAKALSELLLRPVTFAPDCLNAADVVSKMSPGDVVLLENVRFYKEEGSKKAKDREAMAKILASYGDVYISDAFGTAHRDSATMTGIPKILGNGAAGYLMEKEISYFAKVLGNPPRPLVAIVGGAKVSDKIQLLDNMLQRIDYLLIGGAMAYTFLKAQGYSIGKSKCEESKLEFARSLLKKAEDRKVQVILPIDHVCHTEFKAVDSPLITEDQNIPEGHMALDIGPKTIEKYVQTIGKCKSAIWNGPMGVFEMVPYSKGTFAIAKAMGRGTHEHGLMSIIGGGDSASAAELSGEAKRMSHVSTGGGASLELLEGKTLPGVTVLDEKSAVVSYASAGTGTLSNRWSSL
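Luminescent ATP detection (Kinase-Glo Plus) follows a 60-minute room-temperature incubation, with wells lacking PGK as controls. Buffer: 100 mM TEA (pH 7.6), 5 mM MgCl2, 0.01% Tween-20. Coupling enzyme GAPDH (100 nM final) supplies unstable 1,3-BPG in-well.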
* marks the source's active call; other numbers are inactive results; i = inactive; ? = inconclusive; . = no result given; & = joins results of further samples; [ ] = dose if it differs, or a comment. Unless noted, the call rests on the fitted dose curve; in most records, active means well fitted curve in the direction sought with a large enough effect; inconclusive means small, poorly fitted or top-dose-only effect, or another doubt; inactive means no such curve, though single readings can be large; an effect the other way counts as inactive or inconclusive. Potency means the concentration at half of the fitted maximal effect. A portion of the library; rates above refer to the full screens.

SMILES	HP1b binding inh	GLS inh	POLI inh	BAZ2B block	JMJD2A Tudor	BLM helicase inh	G9a block	Pin1 inhibitor	Tb PGK inh
Nc1nonc1-n1nnc(C(=O)N/N=C/c2cccnc2)c1CSc1ccc(Cl)cc1	45%[activator]	6%	-13%	-16%	-2%	-5%	25%	1%	-4%
COc1ccc(C(=O)NCCc2nnc(SCC(=O)Nc3ccccc3F)n2C)cc1	35%	0%	66%[activator]	-3%	-8%	0%	25%	-5%	i
COC(=O)C1CCN(C(=O)CCC2CCCCC2)CC1	28%	-10%	-2%	14%	-3%	-2%	7.1µM*	1%	i
COc1cc(/C=C2/C(=O)NN(c3cccc(C)c3)C2=O)cc([N+](=O)[O-])c1O	?	-29%	?	40µM*	56µM*	-2%	35µM*	?	-15%
Cn1ncc(N=Cc2ccc([N+](=O)[O-])cc2)c1C(=O)N1CCOCC1	50%	1%	-4%	-4%	-6%	-3%	-7%[59 µM]	-9%	-11%[11.5 µM]
CCc1ccc(NC(=O)C2CCC(CNC(=O)[C@@H]3Cc4ccccc4CN3)CC2)cc1 (stereo partly specified)	27%	-1%	-23%	-21%	-21%	-5%	-4%[59 µM]	1%	-10%
CS(=O)(=O)c1ccc(Cl)c(NC(=O)COC(=O)CCN2C(=O)C3CC=CCC3C2=O)c1 (stereo unspecified)	39%[activator]	-6%	-4%	.	1%	.	.	0%	i
Cn1c(NCc2cccc(Br)c2)nc2ccccc21	16%	10%	95%[activator]	12%	-10%	-5%	-29%	3%	-5%
CC(=O)c1cccc(N(CC(=O)Nc2ccc(S(=O)(=O)N3CCCC3)cc2)S(C)(=O)=O)c1	36%	1%	21%	-3%	-6%	-2%	.	10%	1%
CCOC(=O)c1sc(NC(=O)c2cccnc2)nc1C	68%[activator]	2%	21%	8%	-20%	1%	16%	-18%	-8%
COCCNC(=O)C1Nc2ccc(OC(F)(F)F)cc2C2C=CCC12 (stereo unspecified)	40%[activator]	-1%	24%	.	-17%	.	.	?	13%
CCOC(=O)c1cnc(-n2nc(C)cc2C)nc1Nc1ccc(C)cc1	40%[activator]	0%	11%	-9%	-22%	-2%	?	-10%	1%
O=C(CC1C(=O)NCCN1C/C=C/c1ccccc1)NCCCC1CCCC1 (stereo unspecified)	19%	1%	50%[activator]	-21%	-27%	-2%	-29%	-1%	i
CC(C)CCNC(=O)CCc1nnc2ccc(N3CCC(C)CC3)nn12	60%[activator]	-10%	30%	-16%	-9%	-2%	-8%	-17%	i
CCc1nnc(NC(=O)c2ccc(S(=O)(=O)N3CCCc4ccccc43)cc2)o1	27%	14%	25%	?	-17%	-4%	18%	-2%	1%
O=C1Cc2cc(S(=O)(=O)NCc3ccc(F)cc3)ccc2N1	33%	-11%	74%[activator]	.	-6%	.	.	12%	i
CC(=O)Nc1ccc(NC(=O)c2ccccc2C)cc1	-3%	1%	2%	3%	-4%	0%	39%[12.7 µM]	-9%	10%
CCCc1nc2ccccc2c(C(=O)OCC(=O)Nc2ccc(S(=O)(=O)N3CCOCC3)cc2)c1CC	19%	-6%	-6%	-11%	-27%	-22%	?	21%	-1%
O=C(CCn1cnnn1)Nc1ccc(F)cc1	41%&-11%[activator]	13%&4%	?	-14%&-14%	-5%&-13%	1%&3%	-27%	-1%&-3%	-4%
COc1ccc(NC(=O)Nc2nccs2)cc1	0%	12%	32%[activator]	-1%	-18%	-4%	-18%[59 µM]	-3%	-7%
CSCC[C@H](NC(=O)OC(C)(C)C)c1nnc(SCC(=O)Nc2c(C)cccc2C)o1	43%[activator]	-12%	8%	7%	7%	0%	17%[59 µM]	-5%	i
CC(C)c1ccccc1NC(=O)CC1(CC(=O)O)CCCC1	10%	-1%	23%	-2%	-14%	-1%	.	0%	4%
COc1ccc(OC)c(/C=N/N(CCC#N)C2=NS(=O)(=O)c3ccccc32)c1	28%	0%	?	-1%	1%	-2%	14%	0%	-10%
Cc1ccc(S(=O)(=O)N2[C@@H](c3ccc(F)cc3)C(C(=O)O)=CC[C@H]2c2cccc(C)c2)cc1	34%	23%	-9%	2%	-13%	.	15%[12.7 µM]	-3%	2%
CC(C)C[C@@]12C(=O)N(c3cccc(Cl)c3)C(=O)N1[C@H](c1ccc(Br)cc1)[C@@H]1C(=O)N(C(C)(C)C)C(=O)[C@@H]12	18%	0%	3%	1%	-34%	.	-5%[12.7 µM]	14%	-7%

Full records, looked up by structure:
Cn1c(NCc2cccc(Br)c2)nc2ccccc21 is listed as HP1b binding inh: 16%; GLS inh: 10%; POLI inh: 95%[activator]; BAZ2B block: 12%; JMJD2A Tudor: -10%; BLM helicase inh: -5%; G9a block: -29%; Pin1 inhibitor: 3%; Tb PGK inh: -5%
CCCc1nc2ccccc2c(C(=O)OCC(=O)Nc2ccc(S(=O)(=O)N3CCOCC3)cc2)c1CC is listed as HP1b binding inh: 19%; GLS inh: -6%; POLI inh: -6%; BAZ2B block: -11%; JMJD2A Tudor: -27%; BLM helicase inh: -22%; G9a block: ?; Pin1 inhibitor: 21%; Tb PGK inh: -1%

Next section:
SMILES	HP1b binding inh	GLS inh	POLI inh	BAZ2B block	JMJD2A Tudor	BLM helicase inh	G9a block	Pin1 inhibitor	Tb PGK inh
COc1ccc(CN(C)C(=O)c2ccc(NC(=O)CC3SC(N4CCCC4)=NC3=O)cc2)c(OC)c1 (stereo unspecified)	-23%	1%	-4%	-20%	-25%	.	-31%	-2%	-2%
Cc1nc2c(C(F)(F)F)cccc2c2c1CCS2	50%	-10%	16%	-3%	4%	1%	15%	-5%	-6%
CC(C)C[C@@H](CO)N(Cc1ccccc1)S(=O)(=O)N(Cc1ccccc1)[C@H](CO)CC(C)C	15%	2%	8%&39%	-6%	-23%	.	.	?	-10%
O=C(N/N=C/c1cccc(Oc2ccccc2)c1)c1ccncc1	-7%	-12%	56%[activator]	-25%	-36%	-4%	-1%	1%	-2%
CCO[C@H]1OC(C(=O)NCc2nc3ccccc3[nH]2)=C[C@@H](c2ccccc2)[C@@H]1CCCO	29%	-1%	15%	-4%	-10%	1%	13%[59 µM]	7%	-1%
CCOCCCNC(=O)C(c1ccc(C)cc1)N(Cc1cccs1)C(=O)c1ccccc1O (stereo unspecified)	17%	3%	-3%	3%	-4%	-3%	-44%	1%	4%
Cc1ccc(S(=O)(=O)NC(CC(N)=O)C(=O)O)cc1 (stereo unspecified)	14%	-6%	?	5%	?	0%	16µM*	-3%	-3%
Cc1ccc(Nc2ncnc3onc(C)c23)cc1Cl	65%	-3%	4%	-9%[57.1 µM]	-1%	3%	5%[59 µM]	-1%	7%
O=C(CN1C(=O)CCS(=O)(=O)c2ccccc21)Nc1ccc(Cl)cc1	27%	-11%	11%	-11%	-26%	-6%	?	-1%	i
CCOC(=O)C1C(=O)NC(c2ccccc2)=NC1c1ccccc1 (stereo unspecified)	18%	7%	11%	-18%	-1%	1%	69%[activator][59 µM]	-11%	-5%
CN1CCN(S(=O)(=O)c2ccc(CNC(=O)c3ccccc3)s2)CC1	28%	13%	4%	2%	-11%	0%	16%	-1%	4%
Cc1ccc(N2C(=O)c3cccc4c([N+](=O)[O-])ccc(c34)C2=O)c2cccnc12	38%	13%	?	13%	-4%	2%	?	-2%	1%
CC1CCCCN1S(=O)(=O)c1cn(C)c(=O)n(C)c1=O (stereo unspecified)	34%	-8%	-6%	5%	0%	0%	.	-12%	-6%
O=C(/C=C/c1ccc(F)cc1)NCc1ccco1	-1%	-16%	?	?	-17%	-18%	-36%[59 µM]	1%	-3%
Cc1onc(-c2ccccc2)c1C(=O)N1CCCC1	32%	4%	14%	50µM*	-17%	0%	55%[activator]	-1%	-4%
c1ccc(N2CCN(C3CCSC3)CC2)cc1 (stereo unspecified)	15%	58%[activator]	-18%	?	-29%	0%	?	0%	i
Cc1cc(N2CCCC2)n2nc(C)nc2n1	39%[activator]	6%	39%[activator]	-2%	-15%	2%	-9%	-4%	-10%
COc1cc(-n2c(C)nc3cc(C(=O)O)ccc32)cc(OC)c1OC	40%[activator]	-5%	-11%	-3%	-1%	2%	31%	-6%	-1%
CN(C)C(CNC(=O)c1cc(S(=O)(=O)N2CCOCC2)ccc1F)c1cccs1 (stereo unspecified)	38%[activator]	-5%	-13%	.	0%	.	.	2%	-4%
O=C(COC(=O)c1cc2ccccc2oc1=O)Nc1cccc(Br)c1	21%	3%	7%	14%	1%	.	5%[0.501 µM]	4%	-1%
COc1ccc(-c2onc3ccc(Cl)cc23)cc1	42%[activator]	-8%	9%	7%	15%	-4%	?	0%	-6%
Cc1ccc(OCc2cc(C(=O)N3CCc4sccc4C3)no2)cc1C	67%[activator]	-1%	18%	3%	41%[activator]	-10%	.	8%	6%
CCOC(=O)N1CCN(C(=O)COc2ccc(S(=O)(=O)NCc3ccccc3)cc2)CC1	37%	.	6%	11%	-2%	-2%	20%[59 µM]	-13%	-3%
CCCNC(=S)NC1CC2CCC(C1)N2Cc1ccccc1 (stereo unspecified)	17%	1%	1%	7%	-15%	1%	6%	3%	1%
COc1ccc(CCn2c(C)cc(C(=O)CSc3nnnn3-c3ccccc3)c2C)cc1	39%[activator]	1%	21%	2%	6%	-2%	-13%[12.7 µM]	9%	-5%
COc1ccc(-c2cc(-c3ccccc3)c(C#N)c(SCC(=O)O)n2)cc1	60%[activator]	0%	-14%	.	2%	.	.	-5%	-10%
CN(C)CCNC(=O)/C(=C/c1cccc([N+](=O)[O-])c1)NC(=O)c1ccccc1	25%	10%	26%	12%	-14%	3%	-2%[59 µM]	1%	0%
C/C(=N\NC(=O)c1ccoc1C)c1cccc2ccccc12	26%	1%	-18%	-1%	-4%	-1%	-43%	-1%	-6%
Cc1cccc(NC(=O)c2ccc(S(=O)(=O)NCc3ccco3)cc2)n1	27%	5%	-2%	14%	-8%	.	4%[59 µM]	8%	-5%
